Coupling enz = counter-screen for Giardia aldolase inhibitors: coupling enzyme system. coupling enzyme system counterscreen, AmpLite Red fluorescence. activity change, negative = inhibition, % at 58.2 µM, hits read low. actives 0.67% (n = 290,000). AID 2472; in the data active means activity change below about -30%; further: on the % scale 0 is the no-effect control and ±100 the full control effect
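Fluorescence at 525 nm excitation and 598 nm emission measured inhibition of the coupled detection system without aldolase. Compounds (at 57.5 uM final) were preincubated 10 min at room temperature with coupling enzyme reagent before a 20 min substrate/AmpLite Red step.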
USP2a inh = blocks human ubiquitin-specific protease USP2a; O75604; actives 0.01% (n = 330,000); Potency, µM (doses to about 38.3 µM), for the others: top-dose activity change, negative = inhibition, usual class: inhibitors; AID 463254; USP2 core, Ub-CHOP2 coupled fluorogenic reporter, 485/531;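 further: potency means the concentration at half of the fitted maximal effect; plate controls were DMSO wells for no effect and full inhibition by NEM control for full effect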
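Deubiquitinase activity read as fluorescence (485/531 nm) after Ub-CHOP2 cleavage activates the enterokinase reporter on its substrate; USP2 core 10nM, Ub-CHOP2 and substrate 25nM each, 30min compound preincubation then 60min RT; data normalized to NEM, curves fitted.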
Giardia killer = kills Giardia lamblia; Giardia lamblia trophozoite viability; activity change, % at 7.66 µM, hits read low; actives 0.15% (n = 340,000); in the data active means activity change below about -80%; inconclusive means between about -30% and that limit;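 further: parasites exposed to compound for two days anaerobically before the ATP read; on the % scale 0 is the no-effect control and ±100 the full control effect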
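ATP-content bioluminescence gauges trophozoite survival. Cells (100/well) receive compound and incubate anaerobically for 48 hrs at 37 deg C; detection reagent follows for 15-30 min at room temperature.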
GALK inhibitor = inhibitors of human galactokinase | P51570 | Purified GALK, Kinase-Glo residual ATP luminescence | Potency, µM (top dose mostly 57.5 µM), without a hit: at the top dose activity change, negative = inhibition, usual class: inhibitors | actives 0.007% (n = 270,000) | AID 1868; further: potency means the concentration at half of the fitted maximal effect; on the % scale 0 is the no-effect control and ±100 the full control effect
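Human GALK (5 nM) with 35 uM ATP and 100 uM galactose in 20 mM HEPES pH 8.0, 5 mM MgCl2, 60 mM NaCl, 1 mM DTT, 0.01% BSA. After 1 h at room temperature, leftover ATP was read by Kinase-Glo Plus luminescence.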
MLL CXXC-DNA inh = blocks binding of human MLL CXXC domain to DNA. Q03164. MLL-CXXC / FITC-HOXA9 DNA fluorescence polarization. Potency, µM (titrated, usually from 115 µM), inactives show at the highest dose activity change, negative = inhibition, most hits filed as inhibitors. actives 0.037% (n = 290,000). AID 2662; active means well fitted inhibition curve with a large enough effect in the polarisation, with a control signal flat, not every such curve was filed as active; inconclusive means small, poorly fitted or top-dose-only effect, or effect the other way, or a change in a side signal; inactive means no such curve, though single readings can be large or run the other way; the % refers to the polarisation; further: potency means the concentration at half of the fitted maximal effect
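Fluorescence polarization: 7 uM MLL-CXXC (stock) preincubated 5 min with compounds, then 50 nM fluorescein-HOX-A9 DNA (stock) added; 30 min ambient. Buffer 50 mM Tris-HCl pH 7.5, 50 mM NaCl, 1 mM DTT, 0.05% BSA.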
Menin MLL FP TR = menin-MLL binding inhibition, Texas Red mutant peptide; AID 1768; actives 0.23% (n = 270,000); O00255; Potency, µM (series often up to 61.6 µM), for the others: top-dose FP activity change, negative = inhibition, usual class: inhibitors; Menin + Texas Red MLL mutant peptide, fluorescence polarization; active means well fitted inhibition curve with a large enough effect in the polarisation, with a control signal flat, not every such curve was filed as active; inconclusive means small, poorly fitted or top-dose-only effect, or effect the other way, or a change in a side signal; inactive means no such curve, though single readings can be large or run the other way; the % refers to the polarisation; further: potency means the concentration at half of the fitted maximal effect; % of control where 0% means no effect; many of its hits are not listed in these tables
TRPV1 agonist = agonists of human vanilloid receptor 1 (TRPV1) | Q8NER1 | TRPV1-expressing cells, Fluo-8 calcium influx, agonist mode | activation, % at 8.33 µM | actives 0.19% (n = 320,000) | AID 540275; in the data active means activation above about 80%; inconclusive means between about 30% and that limit; further: 0% is about no effect
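TRPV1-expressing cells were cultured overnight at 35.5C and loaded with Fluo-8 calcium dye for 40 to 90 min at room temperature. After a 10 s baseline, compound was added and calcium influx was read kinetically for 3 min (ex 480/em 520 nm).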
B2AR arrestin = recruits beta-arrestin to the human beta2-adrenergic receptor | actives 0.02% (n = 330,000) | P07550 | beta-arrestin recruitment to beta2AR, cell-based reporter | Potency, µM (highest dose often 46.1 µM), for inactives: at the top dose activation, hits mostly activators | AID 492947;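 further: potency means the concentration at half of the fitted maximal effect; 0% = DMSO controls and full agonism = EC100 isoproterenol or metaproterenol; nearly all actives have a fitted effect of over 65% in size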
Target sequence (P07550 whole entry, looked up): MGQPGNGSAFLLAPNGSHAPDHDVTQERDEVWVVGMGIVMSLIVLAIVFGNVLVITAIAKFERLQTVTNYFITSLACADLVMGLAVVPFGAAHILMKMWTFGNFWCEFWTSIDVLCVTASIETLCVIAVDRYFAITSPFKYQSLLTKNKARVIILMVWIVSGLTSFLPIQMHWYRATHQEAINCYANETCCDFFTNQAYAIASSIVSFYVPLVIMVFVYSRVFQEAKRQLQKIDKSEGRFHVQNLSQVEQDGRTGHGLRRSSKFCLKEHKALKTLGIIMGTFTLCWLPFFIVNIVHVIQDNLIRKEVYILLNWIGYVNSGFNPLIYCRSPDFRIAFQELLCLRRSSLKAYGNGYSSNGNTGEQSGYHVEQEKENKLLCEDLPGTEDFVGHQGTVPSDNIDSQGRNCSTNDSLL
PKM2 act = PKM2 (human) enzyme activation | purified PKM2, Kinase-Glo ATP luminescence, activation; response scale: 0% is enzyme alone, no compound | Potency, µM (titrated, usually from 57.5 µM), for the others: at the highest dose activation, hits mostly activators | actives 0.34% (n = 260,000) | AID 1631; further: potency means the concentration at half of the fitted maximal effect; on the % scale 0 is the no-effect control and ±100 the full control effect; nearly all actives have a fitted effect of over 55% in size
Target sequence (P14618 whole entry, looked up): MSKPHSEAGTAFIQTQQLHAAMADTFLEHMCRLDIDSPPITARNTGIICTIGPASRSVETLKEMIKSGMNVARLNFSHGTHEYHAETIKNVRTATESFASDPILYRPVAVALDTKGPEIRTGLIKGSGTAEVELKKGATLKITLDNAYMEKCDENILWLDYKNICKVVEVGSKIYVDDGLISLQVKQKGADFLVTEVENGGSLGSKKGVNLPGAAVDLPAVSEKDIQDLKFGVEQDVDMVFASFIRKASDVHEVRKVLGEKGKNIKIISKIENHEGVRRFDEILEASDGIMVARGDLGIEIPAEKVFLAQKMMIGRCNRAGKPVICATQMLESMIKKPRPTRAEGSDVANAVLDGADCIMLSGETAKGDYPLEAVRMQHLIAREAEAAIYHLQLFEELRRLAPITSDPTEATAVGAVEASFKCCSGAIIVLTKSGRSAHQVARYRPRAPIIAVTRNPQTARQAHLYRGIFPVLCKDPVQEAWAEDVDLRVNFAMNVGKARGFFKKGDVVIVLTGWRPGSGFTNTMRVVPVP
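Purified hPK-M2 (>95% pure) converted ADP (0.1 mM final) to ATP with 0.5 mM PEP in 50 mM imidazole pH7.2, KCl, MgCl2, Tween 20, BSA; 1 h at room temperature. ATP detected by Kinase-Glo luminescence.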
KCNH2 3.1 inh = inhibitors of human KCNH2 3.1 potassium channel isoform; U2OS KCNH2 3.1, thallium flux FluxOr; hits give low values; AID 720553; activity change, % (tested at about 1.8 µM); actives 0.95% (n = 340,000);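 active means maximum activity change below -70%; inconclusive means maximum activity change from -70% to -50%; inactive means maximum activity change above -50%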;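 further: thallium influx rate constant from kinetic fluorescence after stimulation buffer; on the % scale 0 is the no-effect control and ±100 the full control effect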
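Thallium flux read-out: FluxOr dye with Red40 quencher in HBSS/HEPES, 45 min at RT. Rate constants from kinetic reads were normalized to positive and negative DMSO controls. Cells: U2OS virally expressing the 3.1 isoform.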
hERG WT inh = inhibitors of human wildtype KCNH2 potassium channel; Q12809; U2OS, BacMam KCNH2, thallium flux FluxOr; hits give low values; activity change, % at 1.84 µM; actives 0.37% (n = 340,000);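 active means maximum activity change below -70%; inconclusive means maximum activity change between -70% and -50%; inactive means maximum activity change above -50%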; further: on the % scale 0 is the no-effect control and ±100 the full control effect
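U2OS cells were transduced with wild-type KCNH2 virus (2.03 x 10^8 / mL) for 4 h at room temperature, then cultured overnight at 37 C. Thallium flux was read with FluxOr dye. Rate constants were normalized to DMSO controls.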
Numbers without * were called inactive; i = inactive; ? = inconclusive; · = not tested or not shown; [ ] = remark or other dose. Unless noted, the call rests on the fitted dose curve; in most records, active means well fitted curve in the direction sought with a large enough effect; inconclusive means small, poorly fitted or top-dose-only effect, or another doubt; inactive means no such curve, though single readings can be large; an effect the other way counts as inactive or inconclusive.

SMILES	Coupling enz	USP2a inh	Giardia killer	GALK inhibitor	MLL CXXC-DNA inh	Menin MLL FP TR	TRPV1 agonist	B2AR arrestin	PKM2 act	KCNH2 3.1 inh	hERG WT inh
COc1ccc(NC(=O)/C=C/C(=O)O)cc1Cl	3	0%	0	-3%	-4%	-3%	0	0.0%	-18%	16	8
CC(c1ccccn1)N(Cc1ccco1)C(=S)Nc1cccc(F)c1 (stereo not given)	1	8%	-17	0%	9%	1%	0	-0.6%	4%	-20	-4
Cc1c(/C=N/NC(=O)C(C)(C)Oc2ccc(Cl)cc2)cnn1C	1	1%	7	-1%	15%	·	22	0.0%	0%	10	1
Cc1ccnc(NS(=O)(=O)c2ccc(NC(=O)C34CC5CC(CC(C5)C3)C4)cc2)n1	4	4%	-10	-2%	-14%	11%	-6	-0.2%	-3%	-38	5
Cc1cccc(NC(=O)c2nc[nH]c2C(=O)NCCCCCNC(=O)OC(C)(C)C)c1	·	2%	0	·	·	·	21	0.5%	·	-17	-10
O=C(COC(=O)c1ccc(Cl)nc1)Nc1c(Cl)cccc1C(F)(F)F	·	0%	-2	·	·	·	5	-0.9%	·	-14	-4
CCOC(=O)c1c(NC(=O)CSc2nc3ccccc3o2)sc(C(C)=O)c1C	2	0%	-4	1%	11%	-4%	-3	-3.4%	-2%	-1	1
COC(=O)C1CC(O)CN1C(=O)Nc1cccc(C(F)(F)F)c1 (stereo not given)	-2	-2%	32[activator]	3%	-2%	3%	3	-1.1%	5%	-1	i
COc1ccccc1NC(=O)CSc1nnnn1C	0	1%	5	1%	-2%	0%	1	-0.1%	-3%	5	-5
Cc1ccc(S(=O)(=O)N2CCN(C(=O)c3c(-c4ccccc4)noc3C)CC2)cc1	1	1%	0	6%	9%	·	3	-0.2%	·	-13	1
COc1cccc(NC(=O)CN(C)C(=O)c2cc(C)on2)c1	·	0%	10	·	·	·	-4	0.0%	·	3	1
C=CCn1c(=O)n(CCOC)c(=O)c2sc3ccccc3c21	-3	1%	13	-2%	-7%	2%	0	0.0%	-5%	-7	7
CC(C)OCCCNc1nc2c(-c3ccccc3)nnn2c2ccccc12	-2	0%	·	·	-8%	1%	-1	1.9%	-18%	·	·
COc1ccccc1CNC(=O)C(=O)NCC1OCCCN1S(=O)(=O)c1ccc(F)cc1C (stereo not given)	·	-2%	-3	6%	16%	·	3	-0.5%	1%	-15	1
CC(=O)C1=C(C)NC(=S)NC1c1cc([N+](=O)[O-])ccc1O (stereo not given)	8	0%	-1	3%	2%	·	-2	0.0%	-1%	6	-11
COc1ccc(S(=O)(=O)N(c2onc(C)c2Cl)S(=O)(=O)c2ccc(OC)c(OC)c2)cc1OC	4	2%	29	-2%	8%	-14%	5	0.0%	0%	5	-7
O=C(Cc1c[nH]c2ccccc12)N1CCN(c2ccccc2)CC1	-1	5%	-2	12%	5%	-1%	?	0.4%	3%	7	-9
O=C(CNC(=O)c1ccc2c(c1)OCCO2)N/N=C/c1ccc(Cl)cc1	1	3%	-5	-1%	2%	0%	2	0.3%	5%	9	1
CCCN1Cc2cccc(C(=O)NC(CC(=O)OCC)c3ccc(OC(C)C)cc3)c2C1=O (stereo not given)	-2	-3%	-1	-1%	19%	?	29	-0.2%	-8%	2	i
O=C(Cc1ccsc1)NCC(c1ccco1)N1CCCCC1 (stereo not given)	-3	0%	-8	8%	2%	-19%	2	-1.5%	2%	4	5

3 compounds already listed, sorted by the number in Menin MLL FP TR, high to low.
mol	Menin MLL FP TR
Cc1ccnc(NS(=O)(=O)c2ccc(NC(=O)C34CC5CC(CC(C5)C3)C4)cc2)n1	11%
COC(=O)C1CC(O)CN1C(=O)Nc1cccc(C(F)(F)F)c1 (stereo not given)	3%
CC(c1ccccn1)N(Cc1ccco1)C(=S)Nc1cccc(F)c1 (stereo not given)	1%

Not a retest: an excerpt of the list.
SMILES	Coupling enz	USP2a inh	Giardia killer	GALK inhibitor	MLL CXXC-DNA inh	Menin MLL FP TR	TRPV1 agonist	B2AR arrestin	PKM2 act	KCNH2 3.1 inh	hERG WT inh
O=C(CNC(=O)c1ccc2c(c1)OCCO2)N/N=C/c1ccc(Cl)cc1	1	3%	-5	-1%	2%	0%	2	0.3%	5%	9	1
CCCN1Cc2cccc(C(=O)NC(CC(=O)OCC)c3ccc(OC(C)C)cc3)c2C1=O (stereo not given)	-2	-3%	-1	-1%	19%	?	29	-0.2%	-8%	2	i
O=C(Cc1ccsc1)NCC(c1ccco1)N1CCCCC1 (stereo not given)	-3	0%	-8	8%	2%	-19%	2	-1.5%	2%	4	5

Additional entries follow.
SMILES	Coupling enz	USP2a inh	Giardia killer	GALK inhibitor	MLL CXXC-DNA inh	Menin MLL FP TR	TRPV1 agonist	B2AR arrestin	PKM2 act	KCNH2 3.1 inh	hERG WT inh
CC(NC(=O)Cn1nc(-c2ccccc2)c2ccccc2c1=O)c1ccccc1 (stereo not given)	4	1%	0	·	-2%	?	14	0.3%	1%	-10	-1
COc1ccc(-n2cnnc2)cc1	4	-1%	1	0%	-9%	16%	-1	-0.7%	-3%	12	15
CC1CCCCN1S(=O)(=O)c1ccc(S(=O)(=O)NCCc2ccncc2)cc1 (stereo not given)	4	0%	6	-2%	-8%	-4%	3	-0.4%	-1%	9	-12
Cc1ccc(NC(=O)COc2ccccc2C(=O)Nc2ccccc2)cc1Cl	0	4%	-7	1%	6%	?	9	-1.1%	0%	-3	6
O=C1COc2ccc(S(=O)(=O)CCC(=O)N3CCN(c4cccc(Cl)c4)CC3)cc2N1	1	-1%	-21	8%	-8%	-19%	13	0.1%	-2%[0.46 µM]	10	-2
O=C(CN(c1ccc(F)cc1)S(=O)(=O)c1ccc2c(c1)OCCO2)NCc1ccccn1	3	5%	11	-8%	7%	14%	0	-0.3%	3%	8	-3
Cc1cc2ccccc2nc1SCC(=O)NC1CCCCC1	14	1%	0	0%	12%	6%	-3	-0.5%	1%	12	0
CC(C)N1CCN(Cc2ccc(C#CCCO)cc2)CC1CCO (stereo not given)	3	1%	5	7%	-16%	1%	-4	0.0%	-4%	-1	-12
CCc1ccccc1N(CC)C(=O)c1cn(C)c(=O)c2cc(OC)c(OC)cc12	-3	-1%	-2	-3%	7%	-7%	5	-0.1%	4%	6	9
CCCCOCCCNS(=O)(=O)c1ccccc1	-1	1%	9	0%	-7%	-5%	-7	0.5%	-6%	4	7
CCS(=O)(=O)n1nc(-c2ccc(Cl)cc2)nc1SC	-2	1%	-10	0%	6%	26%	2	0.9%	0%	11	4
COc1cccc(C(=O)Nc2nnc(S(=O)(=O)N3CCOCC3)s2)c1	·	1%	-16	-8%	26%	·	1	0.3%	·	13	2
OCC1(CCCc2ccccc2)CCN(C2CCSCC2)CC1	0	3%	-16	11%	-1%	-21%	3	-0.6%	-1%	1	26
Cc1c(C(=O)N2CC(C)OC(C)C2)sc2nc(-c3ccccc3)cn12 (stereo not given)	0	2%	·	0%	3%	-1%	-3	0.1%	-6%	·	·
CCC(=O)Nc1ccc(C(=O)NCc2ccccn2)cc1	2	1%	-3	0%	10%	?	1	-0.2%	-1%	-38	5
CC1=N/C(=C\c2ccc([N+](=O)[O-])cc2)C(=O)N1c1ccc(Cl)cc1	0	1%	8	-6%	-2%	·	·	-0.3%	1%	9	9
COC(=O)CSc1nnc(C)c(=O)[nH]1	4	2%	8	-2%	4%	5%	-1	0.0%	1%	7	17
Cc1ccc(NC(=O)COC(=O)c2cccc(N3C(=O)c4ccccc4C3=O)c2)cc1	6	0%	7	-2%	1%	·	-1	0.4%	-6%	-35	-10
O=c1c2ccccc2nc(SCc2cc(=O)n3ccsc3n2)n1CCCO	-6	3%	·	0%	-7%	·	0	0.1%	-3%	·	·
Cc1ccc(C(=O)N2CC(=O)Nc3ccc(F)cc3C2c2ccc(F)cc2)cc1 (stereo not given)	1	1%	-8	-1%	11%	?	?	0.5%	·	-5	-8
O=C(Nc1nccs1)C1CCN(S(=O)(=O)c2ccc3c(c2)OCCCO3)CC1	5	-1%	-1	1%	?	?	1	-0.7%	-8%	25	6

Only part of the results is shown (hit frequency here may not be typical).
